RGS12 GoLoco inh: inhibitors of human Gai1-RGS12 GoLoco interaction (red fluorophore); Gai1:RGS12 GoLoco peptide FP, rhodamine, 10 min; Potency, µM (titrated, usually from 61.6 µM), for inactives: at the top dose activity, negative = inhibition, actives largely listed as inhibitors; 0.44% of 230,000 active; AID 880; active = well fitted inhibition curve with a large enough effect, not every such curve was filed as active; inactive = no such curve, though single readings can be large or run the other way; note: % is set by controls: 0 for no effect and ±100 for the full control effect; nearly all actives have a fitted effect of over 30% in size; many of its hits are not listed in these tables
Lamin A splicing: LMNA splicing modulation; 0.01% of 200,000 active; HeLa LMNA splicing GFP/RFP minigene ratio, 48 h; Potency, µM (titrated, usually from 46.1 µM), without a hit: top-dose ratio change, negative = inhibition, most hits filed as inhibitors; AID 1487; active = well fitted inhibition curve with a large enough effect in the signal ratio, with a control signal flat, not every such curve was filed as active; inconclusive = small, poorly fitted or top-dose-only effect, or effect the other way, or a change in a side signal; the % refers to the signal ratio; note: % is set by controls: 0 for no effect and ±100 for the full control effect
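Read-out is the ratio of GFP to DsRed2 object intensity, acquired by 488 nm laser-scanning cytometry on HeLa lamin A-EGFP minigene reporter cells. Compound incubation 48 hrs at 37 °C in Opti-MEM with 2% FBS; DMSO 0.5% final.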
SMN2 splice up: enhancers of SMN2 splice variant expression; Potency, µM (highest dose often 46.1 µM), inactives show at the top dose activity change, positive = activation, hits mostly activators; AID 1458; 2.8% of 210,000 active; HEK293 SMN2-luciferase splicing reporter, luminescence, 30-36 h; note: % of control where 0% means no effect; nearly all actives have a fitted effect of over 55% in size
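HEK293 cells carry an SMN2 minigene-luciferase reporter in which exon 7 inclusion puts luciferase in frame. Cells were seeded at 2000 cells/well, attached for 10-12 hours, then exposed to compounds for 30-36 hours at 37C before ONE-Glo luminescence.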
RECQ1 helicase: RECQ1 (human) helicase inhibition; 0.54% of 240,000 active; Potency, µM (titrated, usually from 57.3 µM), without a hit: at the highest dose activity, negative = inhibition, usual class: inhibitors; RECQ1 DNA unwinding, red fluorescence kinetic read; P46063;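 note: plate controls were vehicle for no effect and no enzyme for full effect; nearly all actives have a fitted effect of over 30% in size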
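RECQ1T1 50 nM; forked duplex (20 bp + 30-nt ss tails) 200 nM, ATP 2 mM final; pH 8.0, 2 mM MgCl2, 2.5 ug/ml poly(dI-dC); 15 min compound preincubation; discontinuous kinetic read over 2 h at RT.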
TRb SRC2 PPI: inhibitors of human thyroid hormone receptor beta-SRC2 interaction; AID 1469; Potency, µM (titrated, usually from 106 µM), for the others: at the highest dose activity change, negative = inhibition, actives largely listed as inhibitors; TRbeta-SRC2 peptide binding, fluorescence polarization; receptor liganded with 1 µM T3; 0.065% of 280,000 active;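 note: plate controls were bound peptide for no effect and peptide without receptor for full effect; nearly all actives have a fitted effect of over 50% in size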
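Human TRb ligand-binding domain (0.6 uM) is mixed with 20 nM Texas Red SRC2 peptide and 1 uM T3; after compound addition and 5 hr at ambient temperature, polarization is measured and normalized to unbound and bound controls.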
TexasRed fluor: counter-screen for TRb-SRC2 inhibitors: fluorescence interference; TRb/SRC2 Texas Red total fluorescence interference; Potency, µM (doses to about 106 µM), without a hit: at the highest dose fluorescence change, negative = quenching; 0.29% of 280,000 active; active = well fitted curve in either direction with a large enough effect; inconclusive = small, poorly fitted or top-dose-only effect; note: % is set by controls: 0 for no effect and ±100 for the full control effect
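Flags fluorescent or light-absorbing compounds by total fluorescence, S + 2P, at 555 nm excitation and 632 nm emission. Mixture: 20 nM Texas Red SRC2 peptide, 0.6 uM human TRb LBD, 1 uM T3, 5% DMSO; compound exposure 5 h at ambient temperature.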
ALDH1A1 block: inhibitors of human aldehyde dehydrogenase 1A1 | Purified ALDH1A1, NADH fluorescence, propionaldehyde substrate | Potency, µM (series often up to 75.3 µM), for inactives: top-dose activity, negative = inhibition, hits mostly inhibitors | 7.3% of 220,000 active | AID 1030; active = well fitted inhibition curve with a large enough effect, not every such curve was filed as active; inconclusive = small, poorly fitted or top-dose-only effect, or another doubt; inactive = no such curve, though single readings can be large or run the other way;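 note: plate controls were no enzyme wells and a reference inhibitor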
Target sequence (P00352 whole entry, looked up): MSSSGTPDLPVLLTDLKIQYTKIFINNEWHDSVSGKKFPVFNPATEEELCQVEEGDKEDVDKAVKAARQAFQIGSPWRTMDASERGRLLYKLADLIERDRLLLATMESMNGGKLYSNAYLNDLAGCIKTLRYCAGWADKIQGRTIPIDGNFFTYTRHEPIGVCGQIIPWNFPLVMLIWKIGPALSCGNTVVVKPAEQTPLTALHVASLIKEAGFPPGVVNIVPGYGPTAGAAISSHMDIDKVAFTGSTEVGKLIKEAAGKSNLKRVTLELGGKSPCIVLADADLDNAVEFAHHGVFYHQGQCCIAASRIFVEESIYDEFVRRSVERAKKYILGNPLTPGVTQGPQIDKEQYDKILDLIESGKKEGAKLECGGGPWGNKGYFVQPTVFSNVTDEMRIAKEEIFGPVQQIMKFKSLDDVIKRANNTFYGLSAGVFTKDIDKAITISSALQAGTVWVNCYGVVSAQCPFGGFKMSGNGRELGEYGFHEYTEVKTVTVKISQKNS
KDM4E inh: JMJD2E (human) inhibition; JMJD2E catalytic domain, FDH-coupled NADH fluorescence (FDH is formaldehyde dehydrogenase); Potency, µM (titrated, usually from 57.1 µM), for the others: at the top dose activity change, negative = inhibition, actives largely listed as inhibitors; 1.6% of 230,000 active; AID 2147; active = well fitted inhibition curve with a large enough effect, not every such curve was filed as active; inconclusive = small, poorly fitted or top-dose-only effect, or another doubt; inactive = no such curve, though single readings can be large or run the other way;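 note: 0% = wells with enzyme and -100% = buffer wells without enzyme; nearly all actives have a fitted effect of over 50% in size; many of its hits are not listed in these tables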
Target sequence (B2RXH2 1-337 limits assumed): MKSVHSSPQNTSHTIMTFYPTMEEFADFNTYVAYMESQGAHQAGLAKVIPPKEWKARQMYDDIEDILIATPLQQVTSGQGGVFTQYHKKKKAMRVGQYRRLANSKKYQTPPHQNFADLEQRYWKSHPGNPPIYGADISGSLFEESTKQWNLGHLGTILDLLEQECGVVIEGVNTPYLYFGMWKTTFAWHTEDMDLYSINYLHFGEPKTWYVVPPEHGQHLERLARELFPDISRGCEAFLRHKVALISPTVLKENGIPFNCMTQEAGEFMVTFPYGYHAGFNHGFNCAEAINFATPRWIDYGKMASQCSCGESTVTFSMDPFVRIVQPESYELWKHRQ
Starred values were filed as active, the others as inactive; i = inactive; ? = inconclusive; / = not tested or not shown; & = joins results of further samples; [ ] = another dose, or the depositor's remark. Unless noted, calls come from the whole dose curve; as a rule, active = well fitted curve in the direction sought with a large enough effect; inconclusive = small, poorly fitted or top-dose-only effect, or another doubt; inactive = no such curve, though single readings can be large; an effect the other way counts as inactive or inconclusive. Potency is the fitted concentration of half-maximal effect. These rows are one share of the data. The share of hits here may be higher or lower than overall.

SMILES	RGS12 GoLoco inh	Lamin A splicing	SMN2 splice up	RECQ1 helicase	TRb SRC2 PPI	TexasRed fluor	ALDH1A1 block	KDM4E inh
CCOC(=O)C1CCN(S(=O)(=O)c2cn(C)c(=O)n(C)c2=O)CC1	8%	-5%	0%	-13%	-1%	-6%	1%	5%
O=C1NC[C@H](c2ccccc2)N(CC2CCCCC2)C1=O	-3%	/	/	i	-3%	-3%	/	-2%
O=C(CSc1nnc(-c2ccc(Cl)cc2)n1CC1CCCO1)NC1CCS(=O)(=O)C1 (stereo not drawn)	7%	/	-26%	-29%	4%	-2%	2%	6%
O=C(Nc1cccc2nsnc12)c1cccs1	8%&11%	2%&0%	71%&15%	17%&-4%	2%&4%	-9%&2%	-3%	?
COc1ccc2nc(NC(=O)C3CCN(S(=O)(=O)c4cccnc4)CC3)sc2c1	5%	-13%	-48%[inhibitor]	-7%	0%	0%	-6%	3%
Cc1nc(C)c(CCNC(=O)c2cccc(Cl)c2)s1	7%	-3%	0%	-6%	-14%	0%	0%	-3%
COCCCn1cn[nH]c1=S	10%	/	/	i	-7%	-6%	1%	-5%
CCOC(=O)C(CC)n1cnc2sc3c(c2c1=O)CCC3 (stereo not drawn)	10%	-4%	-12%	-1%	-10%	-2%	-7%	-1%
Cc1ccc(CN2C(=O)/C(=C\c3ccc(C(=O)NCc4cccnc4)cc3)Oc3ccccc32)cc1	6%	?	-98%[inhibitor]	-5%	7%	1%	?	?
CC1Cn2c(nnc2-c2cccc(N)c2)S1 (stereo not drawn)	6%	-10%	8%	0%	-1%	-2%	?	-2%
O=c1c2ccccc2nc2n1CCC2O (stereo not drawn)	4%	/	/	0%	-6%	2%	5%	10%
CCC1Oc2ccc(C)cc2N(CC(=O)NCc2cccc(OC)c2)C1=O (stereo not drawn)	-15%	-1%	-1%	-2%	-6%	-5%	?	5%
N=C1C(c2ccccc2)=C(O)CN1c1cccc(O)c1	2%	/	/	-3%	1%	5%	6%	8%
COc1ccc(C2(CNC(=O)c3ccco3)CCOCC2)cc1	11%	11%	3%	-14%	-7%	2%	?	1%
COc1ccc(/C=C/C(=O)Nc2cccc(F)c2)cc1S(=O)(=O)N1CCOCC1	6%	/	-45%[inhibitor]	i	11%	-1%	?	-23%
CCOC(=O)c1c(C)nn(-c2ccc(NC(=O)/C=C/C(=O)O)cc2)c1C	-9%	/	/	-7%	8%	-7%	/	-2%
COC(=O)c1cc(-c2cccs2)nn1-c1ccccc1	0%	/	5%	i	8%	1%	-3%	-3%
CC(C)(C)n1ncc2c(=O)n(CC(=O)NC3CCCCC3)cnc21	2%	13%	25%	i	1%	-3%	-3%	-3%
CC(C)C(=O)NC(NCC1CCCO1)C(Cl)(Cl)Cl (stereo not drawn)	11%	7%	6%	-1%	-3%	1%	5%	19%
CN(C1CCCCC1)S(=O)(=O)c1ccc(Cl)c(C(=O)O)c1	10%	-1%	-12%	-5%	-2%	-2%	-3%	-4%

Grouped by structure, the compounds so far containing a COOH group.
SMILES	RGS12 GoLoco inh	Lamin A splicing	SMN2 splice up	RECQ1 helicase	TRb SRC2 PPI	TexasRed fluor	ALDH1A1 block	KDM4E inh
CCOC(=O)c1c(C)nn(-c2ccc(NC(=O)/C=C/C(=O)O)cc2)c1C	-9%	/	/	-7%	8%	-7%	/	-2%
CN(C1CCCCC1)S(=O)(=O)c1ccc(Cl)c(C(=O)O)c1	10%	-1%	-12%	-5%	-2%	-2%	-3%	-4%

(continued)
SMILES	RGS12 GoLoco inh	Lamin A splicing	SMN2 splice up	RECQ1 helicase	TRb SRC2 PPI	TexasRed fluor	ALDH1A1 block	KDM4E inh
CCNc1nc(SCCOc2ccc(Br)cc2)nc(N(C)C)n1	5%	-28%[46 µM]	10%	i	-2%	1%	0%	6%
COC(=O)CCc1sc(NC2CCCCC2)nc1-c1ccc(OC)cc1	4%	4%	16%	5%	5%	-1%	?	4%
O=C(COC(=O)c1cccnc1Cl)Nc1ccccc1OC(F)F	4%	?	13%	-7%	3%	1%	11%	-9%
S=C(NCc1ccc(Cl)cc1)N1CCN(c2ccccn2)CC1	13%	15%[46 µM]	-5%	-6%	2%	-2%	4%	-6%
Cc1ccc2ccccc2c1NC(=O)Cn1nnc(-c2cccnc2)n1	15%	17%[46 µM]	-13%	11%	-1%	0%	5%	-3%
Cc1cc(NC(=O)CCCS(=O)(=O)c2nc(-c3cccs3)cc(C(F)(F)F)n2)no1	-5%	-6%	-78%[inhibitor]	13%	3%	-1%	?	?
CC(=O)c1sc2ccccc2c1OC(=O)c1ccco1	2%	-6%	-1%	-4%	-8%	-1%	-5%	-10%
Nc1cc(C(=O)O)ccc1Sc1ccccc1C(=O)O	-21%	/	/	28%	4%	-10%	?	?
COc1ccc(-c2nc(CS(=O)CC(=O)NCc3ccco3)c(C)o2)cc1OC (stereo not drawn)	7%	-18%	-4%	-8%	-2%	2%	?	?
COC(=O)CNc1nc(-c2cccnc2)nc2ccccc12	8%	-3%	2%	-1%	-1%	-1%	0%	-9%
COCCOc1ccc(C(F)(F)F)cc1NC(=O)c1ccccc1F	3%	-7%	1%	-1%	-3%	-1%	-10%	?
Cc1ccn2cc(CCNC(=O)Cc3cccs3)nc2c1	10%	/	/	i	0%	-5%	?	?
CC(=O)C1C(c2ccc(F)cc2)NC(=O)NC1(O)C(F)(F)F (stereo not drawn)	8%	8%	6%	i	6%	0%	12%	6%
O=S(=O)(Nc1ccc(N2CCCCC2)cc1)c1ccc(F)c(F)c1	-3%	?	-71%[inhibitor]	-3%	5%	2%	-7%	13%
COC1CCCN(Cc2nc(Cc3ccccc3F)no2)C1 (stereo not drawn)	5%	6%[46 µM]	/	9%	1%	1%	5%	15%
Cc1cc(OC(C(=O)O)c2ccccc2)c2c(C)c(Cc3ccccc3)c(=O)oc2c1 (stereo not drawn)	4%	-7%[46 µM]	/	17%	-6%	-3%	/	?
COc1ccc(N2CCN(C(c3ccccc3OC)c3nnnn3C3CCCC3)CC2)cc1 (stereo not drawn)	0%	?	-15%	-3%	2%	-1%	-13%	-12%
CCOC(=O)N1CCN(C(=O)CCSc2ccc(Cl)cc2)CC1	8%	-6%	-46%[inhibitor]	-9%	8%	2%	-2%	6%
O=C(NC1(C(F)(F)F)N=C(c2ccccc2)NC1=O)c1ccccc1F (stereo not drawn)	8%	-7%	-4%	0%	8%	1%	1%	5%
NC(=O)C1CCN(C(=S)NCc2ccc3c(c2)OCO3)CC1	9%	32%[46 µM]	-3%	i	4%	-2%	2%	3%
Cc1noc(/C=C/N(C)C)c1S(=O)(=O)N1CCCC(C(=O)NCc2cccs2)C1 (stereo not drawn)	9%	-3%	-4%	-9%	5%	-6%	?	-20%
CCOC(=O)CC(NC(=O)c1cc2cccc(OC)c2oc1=O)c1cccc([N+](=O)[O-])c1 (stereo not drawn)	-4%	-8%	14%	2%	1%	-4%	22µM*	?
CCc1nnc(NS(=O)(=O)c2ccc(N3C(=O)C4CC=C(Cl)CC4C3=O)cc2)s1 (stereo not drawn)	6%	4%	-7%	-3%	6%	-2%	-9%	-5%
CC(C)N(Cc1ccccc1)C(=O)Cn1c(=O)cnc2ccccc21	3%	/	/	-4%	-3%	-1%	/	?
O=C(c1ccc(F)cc1)N1C2CCC1CC(O)(c1ccccc1F)C2 (stereo not drawn)	-6%	-6%	-6%	-1%	-8%	-6%	-7%	3%
O=C(Nc1cccnc1)c1ccc(NC(=O)c2ccco2)cc1	-4%	13%	/	5%	12%	0%	?	3%
Cc1ccc(Nc2nc(N)c([N+](=O)[O-])c(NCc3ccccc3)n2)cc1	-8%	/	/	i	4%	-2%	/	0%
CC(=O)N(c1cccc(C)c1)S(=O)(=O)c1ccc(Cl)cc1	4%	?	3%	-5%	0%	-7%	4%	-12%
Cn1c(N)c(C(=O)CSc2ccccn2)c(=O)n(C)c1=O	9%	-3%	17%	i	6%	-3%	-7%	2%
C/C(=N/OC(=O)c1ccc(C(F)(F)F)cc1)c1oc(C)nc1C	-14%	/	/	i	6%	0%	10%	-1%
CCCn1c(N)c(N(C)C)c(=O)n(CC(=O)Nc2ccc(OC(F)(F)F)cc2)c1=O	3%	-5%	6%	-1%	1%	-2%	18%	1%
CC(C)c1[nH]nc2c1C1(CCN(Cc3ccccc3)CC1)C(C#N)=C(N)O2	15%	-11%	?	3%	7%	1%	?	?
CCOc1ccc(CCNC(=O)COC(=O)/C=C/c2ccc(OCC#N)c(OC)c2)cc1OCC	9%	7%	6%	-3%	-9%	0%	?	?
CN(C)Cc1ccccc1	2%	/	6%	8%	-7%	-2%	?	/
COc1ccccc1-c1c(C(F)(F)F)oc2cc(OC(=O)c3ccccc3[N+](=O)[O-])ccc2c1=O	-21%	?	?	-10%	-2%	-6%	?	1%
CC1(C)CC(c2csc(N)n2)CCO1 (stereo not drawn)	4%	?	2%	-5%	2%	1%	6%	4%
Cc1ccn(Cc2n[nH]c(=S)n2Cc2ccccc2)n1	5%	14%	-4%	-2%	2%	-3%	4%	6%
C=CCn1c(C)cc(C2=NNC(=NCC)SC2)c1C	-14%	?	-86%[inhibitor]	6%	-3%	1%	?	?
O=S(=O)(c1ccccc1)c1nc(-c2ccco2)oc1NCCN1CCOCC1	14%	12%	-13%	-2%	14%	-2%	14µM*	-23%
Cc1c(C(=O)O)sc2ncn(C)c(=O)c12	-1%	?	16%	9%	7%	-1%	7%	14%
Cc1ccc(NCc2nnc(SCC(=O)OC3CCCCC3)o2)c(C)c1	0%	-4%	-4%	i	-13%	-3%	-7%	-1%
O=C(CNC(=O)c1ccccc1O)N/N=C/c1ccccn1	-8%	/	15%	-3%	-3%	0%	3%	-4%
Nc1ccc(N2CCN(C(=O)c3ccco3)CC2)cc1	1%	?	-8%	-28%	1%	1%	?	-20%
O=C(CN1CCC(c2nc3ccccc3s2)CC1)NCc1ccccc1	2%	?	-82%[inhibitor]	-3%	2%	3%	-3%	-8%
COc1cccc(Nc2ncnc3c2cnn3C)c1	3%	7%	-6%	i	-3%	-4%	-5%	-8%

From PubChem
